High-throughput results (PubChem BioAssay)
Pol iota inh: blocks human DNA polymerase iota activity; Q9UNA4; Pol iota fluorescent replication assay, 10 min; Potency, µM (doses to about 115 µM), without a hit: at the highest dose activity, negative = inhibition, actives largely listed as inhibitors; 390,000 tested, 1% active
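Pol iota at 10 nM preincubated 15 min with compounds at room temperature; reaction started with fluorescent substrate, 50 nM final. Fluorescence read kinetically at 0 and 10 min; buffer-only wells as negative control.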
Anesthetic bind: candidate novel general anesthetic via apoferritin binding; P02791; apoferritin/1-aminoanthracene competitive binding, fluorescence; Potency, µM (top dose mostly 77.5 µM), for inactives: top-dose activity change, negative = displacement, actives largely listed as inhibitors; 350,000 tested, 0.074% active; also: % is scaled to controls: 0 for no effect and ±100 for the full control effect; nearly all actives have a fitted effect of over 20% in size
Target sequence (P02791 2-175 limits assumed): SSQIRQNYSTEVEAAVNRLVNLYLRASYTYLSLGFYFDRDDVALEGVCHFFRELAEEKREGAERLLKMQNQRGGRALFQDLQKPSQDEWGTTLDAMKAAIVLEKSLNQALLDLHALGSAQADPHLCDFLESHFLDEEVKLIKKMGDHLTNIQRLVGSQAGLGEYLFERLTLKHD
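Steps: apoferritin (10 uM) was premixed with half-saturated 1-AMA in PBS, compounds were pin-transferred, plates stood 10 min at room temperature, fluorescence was read at 380/535 nm, and curves were fitted with a Hill equation.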
BAZ2B block: inhibitors of human BAZ2B bromodomain | AlphaScreen BAZ2B-H3K14Ac peptide displacement | Potency, µM (series often up to 114 µM), for the others: at the top dose activity change, negative = inhibition, hits mostly inhibitors | 360,000 tested, 4.4% active; also: % is scaled to controls: 0 for no effect and ±100 for the full control effect; nearly all actives have a fitted effect of over 60% in size
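Compounds, titrated to a top concentration of 110 uM, were incubated 30 min at room temperature with preformed BAZ2B/acetyl-K14 H3 peptide complex (50 nM each). Proximity signal was measured by AlphaScreen after 20 min with beads.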
POLH inh: inhibitors of human DNA polymerase eta. recombinant Pol eta, fluorescent DNA replication assay. Q9Y253. 390,000 tested, 1.2% active. Potency, µM (titrated, usually from 114 µM), for the others: at the highest dose activity change, negative = inhibition, hits mostly inhibitors; also: % is scaled to controls: 0 for no effect and ±100 for the full control effect
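Pol eta at 10 nM preincubated with compounds 15 min at room temperature; reaction started with fluorescent substrate (50 nM final) and read kinetically at 0 and 10 min.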
APEX1 inh: inhibitors of human APE1 endonuclease | P27695 | recombinant APE1, TAMRA/BHQ-2 abasic DNA cleavage fluorescence | Potency, µM (series often up to 65.8 µM), inactives show at the top dose activity change, negative = inhibition, most hits filed as inhibitors | 350,000 tested, 0.35% active | AID 2517;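 also: plate controls were vehicle for no effect and reference inhibitor for full effect; nearly all actives have a fitted effect of over 55% in size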
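Quantitative HTS: incision of a TAMRA/BHQ-2 double-stranded substrate bearing a tetrahydrofuran abasic site by 0.75 nM APE1 raises fluorescence. Substrate 50 nM final, added after 15 min compound preincubation at room temperature; progress as third-minus-first kinetic read difference.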
Pol beta inh: inhibitors of human DNA polymerase beta | P06746 | Pol beta primer extension/strand displacement, fluorescence kinetic | Potency, µM (series often up to 114 µM), for the others: at the highest dose activity change, negative = inhibition, hits mostly inhibitors | 340,000 tested, 1.3% active | AID 485314; also: % is scaled to controls: 0 for no effect and ±100 for the full control effect
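Pol beta (10 nM) and compounds were preincubated 15 min at room temperature, then 50 nM substrate (final) started primer extension/strand displacement. Reads were taken at 0 and 10 min; concentration-response data were fitted to a four-parameter Hill equation.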
G9a block: G9a (human) methyltransferase inhibition. G9a H3K9 monomethylation, AlphaScreen, 2 h. 350,000 tested, 8.8% active. Potency, µM (series often up to 102 µM), without a hit: top-dose activity, negative = inhibition, usual class: inhibitors. Q96KQ7; also: % is scaled to controls: 0 for no effect and ±100 for the full control effect; nearly all actives have a fitted effect of over 75% in size
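Chemiluminescent proximity detection of H3K9 monomethylation, read after 10 min bead incubation in the dark. Reaction: 20 nM G9a, 500 nM biotin-H3K9 peptide, 20 uM SAM cofactor, 2 h, room temperature, following 15 min enzyme-compound preincubation.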
POLK inh: blocks human DNA polymerase kappa activity. Q9UBT6. purified Pol kappa, fluorescent DNA synthesis assay, 10 min. Potency, µM (titrated, usually from 107 µM), for inactives: top-dose activity, negative = inhibition, usual class: inhibitors. 400,000 tested, 0.53% active; also: % is scaled to controls: 0 for no effect and ±100 for the full control effect
Target sequence (Q9UBT6 whole entry, looked up): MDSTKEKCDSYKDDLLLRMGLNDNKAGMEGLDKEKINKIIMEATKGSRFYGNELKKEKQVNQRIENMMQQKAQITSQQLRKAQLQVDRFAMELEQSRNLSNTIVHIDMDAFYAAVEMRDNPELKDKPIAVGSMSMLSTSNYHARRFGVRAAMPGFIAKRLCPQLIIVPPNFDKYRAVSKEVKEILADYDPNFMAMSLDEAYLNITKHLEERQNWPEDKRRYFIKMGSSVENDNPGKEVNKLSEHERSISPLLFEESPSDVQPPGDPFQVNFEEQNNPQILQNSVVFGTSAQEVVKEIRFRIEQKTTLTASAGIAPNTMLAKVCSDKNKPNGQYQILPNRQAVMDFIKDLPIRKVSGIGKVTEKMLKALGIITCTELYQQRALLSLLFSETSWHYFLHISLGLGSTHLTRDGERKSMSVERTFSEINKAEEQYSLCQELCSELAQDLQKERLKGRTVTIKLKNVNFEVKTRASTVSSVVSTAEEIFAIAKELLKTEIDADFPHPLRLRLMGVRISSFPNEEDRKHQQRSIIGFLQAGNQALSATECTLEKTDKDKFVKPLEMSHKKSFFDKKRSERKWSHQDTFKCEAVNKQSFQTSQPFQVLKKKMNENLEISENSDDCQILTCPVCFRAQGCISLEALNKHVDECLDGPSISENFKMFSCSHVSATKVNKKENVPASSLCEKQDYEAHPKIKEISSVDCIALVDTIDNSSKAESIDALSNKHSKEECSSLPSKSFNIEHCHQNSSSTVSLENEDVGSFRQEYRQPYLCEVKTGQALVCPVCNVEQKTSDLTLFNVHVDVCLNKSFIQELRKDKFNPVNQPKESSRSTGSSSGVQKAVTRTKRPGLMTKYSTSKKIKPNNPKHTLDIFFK
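10 nM Pol kappa was preincubated with compounds for 15 min at room temperature. Reaction started with 50 nM (final) substrate. Fluorescence read kinetically at 0 and 10 min.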
BLM helicase inh: Bloom syndrome helicase (human) inhibition. recombinant BLM DNA unwinding, fluorescence dequenching. AID 2528. P54132. Potency, µM (top dose mostly 56.1 µM), for inactives: at the highest dose activity change, negative = inhibition, most hits filed as inhibitors. 350,000 tested, 0.2% active;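 also: plate controls were vehicle for no effect and no enzyme for full effect; nearly all actives have a fitted effect of over 35% in size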
Starred values were filed as active, the others as inactive; ? = inconclusive; nt = not tested or not shown; & = joins results of further samples; [ ] = another dose, or the depositor's remark. Calls follow the shape of the dose curve; as a rule, active = well fitted curve in the direction sought with a large enough effect; inconclusive = small, poorly fitted or top-dose-only effect, or another doubt; inactive = no such curve, though single readings can be large; an effect the other way counts as inactive or inconclusive. Potency is read from the fitted curve at half-maximal effect.

Structure,Pol iota inh,Anesthetic bind,BAZ2B block,POLH inh,APEX1 inh,Pol beta inh,G9a block,POLK inh,BLM helicase inh
COc1ccc(-n2nc3c(N4CCC(C(=O)NC5CCCCC5)CC4)nnc(C)c3c2C)cc1,12%&18%,-5%&-11%,-27%&3%,-14%&-16%,45%,-20%&-1%,17%,1%&-3%,3%&-1%
Cc1nn(Cc2ccc(F)cc2)c(C)c1NC(=O)c1cnn2cccnc12,28%,-12%,-6%,-11%,-4%,-8%,13%[59 µM],-15%,-5%
CCc1ccc(-c2ccc3nnc(SCC(=O)NCC4CCCO4)n3n2)cc1 (stereo unspecified),4%,nt,-2%,-13%,32%,nt,-4%[0.501 µM],6%,nt
CN(c1cnn(-c2ccccc2)c(=O)c1Cl)n1cccc1,5%,-2%,-20%,-14%,?,2%,-15%,3%,-1%
COc1ccc(C(CNC(=O)Cc2ccccc2)N2CCCCC2)cc1 (stereo unspecified),42%[activator],-3%,1%,-5%,49%[activator],-25%,?,-4%,-5%
O=C(NCc1ncc(C(F)(F)F)cc1Cl)Nc1ccccc1,83%[activator],-9%,3%,1%,-12%,-11%,-3%[12.7 µM],-12%,-2%
CC1=C(c2ccc(C)c(C)c2)S(=O)(=O)N(Cc2ccc(C(=O)NCc3ccc(C)cc3)cc2)C1=O,31%[activator],-5%,-14%,-16%,nt,0%,-26%[59 µM],-9%,-6%
COc1cc(OC)c(OC)cc1/C=C1\CCC/C(=C\c2cc(OC)c(OC)cc2OC)C1=O,40%[activator],?,28µM*,-7%,-16%,-1%,40µM*,-15%,-5%
Cc1ccc(OCC(=O)N2CCOCC2)cc1C,3%,-1%,4%,-10%,4%,-10%,11%[59 µM],-15%,1%
Cc1ccc(/C=N/NC(=O)C2COc3ccccc3O2)s1 (stereo unspecified),47%[activator],nt,-15%,-11%,18%,nt,?,-11%,nt
Cc1cccc(C(=O)NCC(c2ccc(F)cc2)N2CCOCC2)c1 (stereo unspecified),22%,-11%,-19%,-4%,6%,-11%,7%,-3%,-1%
O=C(CN1C(=O)c2ccccc2C1=O)Nc1ccccc1C(=O)NC1CCCCCC1,-11%,-21%,3%,-19%,-2%,8%,-4%[59 µM],-9%,-2%
Cc1noc(-c2ccccc2)c1NC(=O)Nc1ccccc1,-3%,-10%,0%,-7%,2%,8%,1%,-1%,-2%
COc1ccc(C2c3[nH]c4ccccc4c3CCN2CCCn2cccn2)c(F)c1 (stereo unspecified),24%,-6%,-38%,-1%,-2%,-7%,?,-22%,-1%
O=C1c2cccc3cccc(c23)N1Cc1cccc(F)c1,-9%,-15%,382%[activator],-15%,22%,1%,282%[activator],-14%,-6%

2 compounds picked at random from those above:
Structure,Pol iota inh,Anesthetic bind,BAZ2B block,POLH inh,APEX1 inh,Pol beta inh,G9a block,POLK inh,BLM helicase inh
Cc1ccc(/C=N/NC(=O)C2COc3ccccc3O2)s1 (stereo unspecified),47%[activator],nt,-15%,-11%,18%,nt,?,-11%,nt
Cc1nn(Cc2ccc(F)cc2)c(C)c1NC(=O)c1cnn2cccnc12,28%,-12%,-6%,-11%,-4%,-8%,13%[59 µM],-15%,-5%

Later entries
Structure,Pol iota inh,Anesthetic bind,BAZ2B block,POLH inh,APEX1 inh,Pol beta inh,G9a block,POLK inh,BLM helicase inh
OCC1OC(Oc2cccc3ccccc23)C(O)C(O)C1O (stereo unspecified),45%[activator],3%,7%,-15%,-1%,10%,13%,1%,-1%
CCc1ccc2[nH]c(C(=O)Nc3ccc(F)cc3Br)cc2c1,140%[activator],8%,-18%,-1%,53%[activator],-18%,45µM*,-4%,-1%
CC(NC=C1C(=O)OC(C)(C)OC1=O)C(=O)O (stereo unspecified),21%,-1%,-26%,-18%,4%,30%,-10%,-5%,-1%
Cc1nc(-c2ccc(F)cc2)sc1CCNC(=O)Cc1ccc(F)cc1,16%,-6%,0%,1%,nt,16%,-4%[59 µM],-1%[60.1 µM],3%
C=C1C(=O)[C@@]23[C@H](O)C[C@@H]4C(C)(C)CC[C@H](O)[C@]4(C)[C@@H]2C[C@H](O)[C@@H]1[C@H]3O,?,-5%,16%,-10%,20%,25%,-2%,3%,-1%
O=C(Nc1nnc(C2CC2)s1)c1n[nH]c(=O)c2ccccc12,7%,1%,-2%,?,-3%,0%,nt,5%,1%
Nc1nc(Nc2ccccc2F)nc(NCCO)c1[N+](=O)[O-],7%,6%,-10%,13%,-2%,?,2%,-15%,2%
CC(=O)Nc1ccc(S(=O)(=O)NCCC(=O)NC(C)c2cccs2)cc1 (stereo unspecified),24%,nt,nt,-13%,10%,nt,nt,4%,nt
CC1CCCCN1C(=O)COC(=O)c1cccc(NS(=O)(=O)c2ccccc2)c1 (stereo unspecified),3%,nt,-12%,-15%,40%,nt,56µM*,7%,nt
COc1ccc([C@@H]2C[C@H]3CN(c4ccccc4)C(=O)[C@]34CCCN24)c(OC)c1OC,11%,-8%,-3%,-14%,4%,48%,nt,14%,-2%
COC(=O)C1C2C=CC3(CN(c4ccc(Cl)c(F)c4)C(=O)C13)O2 (stereo unspecified),14%,8%,-6%,-24%,19%,13%,18%[59 µM],0%,3%
COc1ccc(CCNC(=O)c2ccc3c(c2)N(Cc2ccc(F)cc2)C(=O)CS3)cc1OC,-5%,31%[activator],13%,-16%,nt,0%,?,-1%[60.1 µM],-4%
COc1cccc(-c2cc(C(=O)O)no2)c1,?,1%,2%,7%,-2%,-1%,?,-5%,-1%
COCCNC(=S)Nc1ccccc1Cc1ccccc1,18%,-6%,-30%,-3%,-3%,-16%,-20%,-1%,-3%
Cc1cc(N/N=C/c2cccc(Cl)c2)nc(NCc2ccccc2)n1,9%,-4%,?,-22%,-1%,6%,-14%[59 µM],-14%,-9%
Cc1snc(S(=O)(=O)Cc2c(Cl)cccc2Cl)c1C#N,33%[activator],-19%,6%,-14%,12%,15%,-6%[59 µM],4%,-1%
Cc1ccc(NC(=O)COc2ccc(Br)cc2CO)cc1S(=O)(=O)N1CCOCC1,-14%,nt,nt,-24%,-9%,nt,nt,8%,nt
CC1(C)CC(=O)C2=C(C1)OC1OC(=O)CC21C (stereo unspecified),68%[activator],-4%,-10%,-16%,-7%,6%,-15%,-1%,0%
Cc1cc2cc(CNC(=O)c3cccs3)ccc2[nH]1,23%,4%,?,-21%,-7%,5%,?,-2%,-16%
CCOC(=O)Cn1c(=O)c2c(nc(Br)n2Cc2ccccc2Cl)n(C)c1=O,13%,-14%,6%,1%,1%,0%,5%[59 µM],-13%,3%
CC(=O)Nc1ccc(NC(=O)c2c(C)noc2C)cc1,28%,-1%,-5%,1%,-6%,24%,nt,-3%,-9%
O=C(O)[C@@H]1[C@@H]2C[C@@H]2CN1c1ncccc1[N+](=O)[O-],91%[activator],-4%,-5%,-17%,15%,56%,27%[59 µM],-6%,-10%
NC(=O)c1c(NC(=O)c2ccncc2)sc2c1CCCCCC2,52%[activator],-13%,-29%,-20%,30%,?,-6%,-1%,-5%
O=c1[nH]c2ccccc2c(O)c1-c1ccccc1[N+](=O)[O-],82%[activator],-5%,-24%,-9%,-3%,-4%,-5%,-7%,-3%
COC(=O)CCCC(=O)N1CCCC(C(=O)c2ccccc2SC)C1 (stereo unspecified),11%,-12%,-4%,-3%,-8%,42%,79%[59 µM],-2%,-8%
O=C(c1ccc(-n2cccn2)cc1)N1CCN(c2ncccc2C(F)(F)F)CC1,1%,-16%,0%,-18%,-7%,-1%,-13%,-4%,-7%
OCC1(CCc2ccccc2)CCN(Cc2ccc(OC(F)F)cc2)CC1,-22%,-14%,-12%,-13%,3%,4%,nt,-19%,1%
CCN(CC(=O)NCc1cccs1)C(=O)c1ccc(S(=O)(=O)N(C)c2ccccc2)cc1,39%[activator],nt,nt,-7%,-10%,nt,nt,-13%,nt
COc1ccc(OC)c(N(/C(N)=N/c2nc(C)cc(C)n2)S(=O)(=O)c2ccc(NC(C)=O)cc2)c1,60%[activator],1%,-9%,4%,-3%,13%,16%,0%,-3%
CC(SCc1ccccc1)C(=O)NCc1ccccn1 (stereo unspecified),64%[activator],-2%,0%,-11%,-2%,11%,16%,6%,-2%
N#Cc1c(-c2ccccc2)cc(C2CC2)nc1SCC(=O)c1cccs1,-2%,-7%,4%,-12%,6%,5%,50%[activator],-10%,-7%
COc1cccc(Cn2c(=O)c(-c3ccccc3)nc3cnc(N4CCNCC4)nc32)c1,nt,nt,nt,nt,1%,nt,2%[0.501 µM],0%[60.1 µM],3%
CCCc1nc(SCC(=O)Nc2ccccc2OC)c2c(=O)n(C)c(=O)n(C)c2n1,16%,4%,0%,-16%,6%,-8%,-19%,-20%,-2%
COc1cccc(C=NCC(C)N=Cc2cccc(OC)c2O)c1O (stereo unspecified),4%,-18%,-12%,-14%,-3%,66%,-6%[59 µM],-10%,3%
O=C(O)c1cn(-c2ccccc2)nc1-c1ccncc1,1%,-6%,3%,8%,2%,1%,4%[59 µM],-3%,0%
COc1ccc(N(CC(=O)Nc2cccc(C(C)=O)c2)S(=O)(=O)c2ccccc2)c(OC)c1,-9%,2%,?,-15%,nt,7%,3.2µM*,-5%,-5%
C(=N\NC1=Nc2cccc3cccc1c23)/c1ccccc1,101%[activator],8%,?,1%,-3%,9%,-5%[59 µM],-23%,-3%
Cc1nn(-c2ccc(F)cc2)c(-n2cccc2)c1C(=O)N1CCN(c2ccccc2F)CC1,11%,-3%,-11%,-8%,nt,32%,-29%[59 µM],-2%,-5%
COc1ccc(-c2nn(-c3ccccc3)cc2CNC[C@H]2O[C@@H](n3cnc4c(N)ncnc43)[C@H](O)[C@@H]2O)cc1,32%[activator],nt,nt,-17%,10%,nt,nt,12%,nt
OCCN(Cc1ccccc1)Cc1ccccc1F,-19%[58.9 µM],0%,25µM*,-5%,-5%,-18%,2.5µM*,0%,-2%
Cc1nc2ccc(F)cc2cc1C(=O)NC(C)C,-3%,-9%,4%,-4%,9%,13%,-4%[59 µM],-7%,-1%

Not all compounds are listed; count on the stated rates, not on these rows.
